Bioassay records from PubChem BioAssay.
Rab9 promoter act: activators of Rab9 promoter | Potency, µM (top dose mostly 9.22 µM), without a hit: at the top dose activation, negative = inhibition, most hits filed as activators | actives 2.8% (n = 320,000) | Huh7 Rab9 promoter-luciferase reporter, luminescence, 24 h; further: potency means the concentration at half of the fitted maximal effect; % of control where 0% means no effect; nearly all actives have a fitted effect of over 60% in size
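Promoter activation is measured as luciferase luminescence in Huh7 cells stably transfected with a Rab9 promoter–luciferase construct, following 24 h compound exposure at 37 °C and 10 min reagent incubation at ambient temperature.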
NPC1 prom act: NPC1 promoter activation | actives 2.4% (n = 320,000) | AID 485313 | Potency, µM (titrated, usually from 9.22 µM), for inactives: at the highest dose activation, actives largely listed as activators | Huh7 NPC1 promoter luciferase reporter, 24 h;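 further: potency means the concentration at half of the fitted maximal effect; % of control where 0% means no effect; nearly all actives have a fitted effect of over 60% in size; reporter is driven by a mutant NPC1 promoter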
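NPC1 promoter–luciferase Huh7 cells; 24 h compound; luminescence.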
MBNL1 CUG block: inhibitors of human MBNL1 binding to CUG repeat RNA; Potency, µM (highest dose often 57.5 µM), for the others: top-dose activity change, negative = inhibition, actives largely listed as inhibitors; AID 2675; Q9NR56; actives 0.036% (n = 280,000); TR-FRET MBNL1-His/biotin-(CUG)12 binding, 665/545 ratio; active means well fitted inhibition curve with a large enough effect in the signal ratio, with a control signal flat, not every such curve was filed as active; inconclusive means small, poorly fitted or top-dose-only effect, or effect the other way, or a change in a side signal; inactive means no such curve, though single readings can be large or run the other way; the % refers to the signal ratio; further: potency means the concentration at half of the fitted maximal effect; on the % scale 0 is the no-effect control and ±100 the full control effect
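Compounds (final 92 nM to 58 uM) are added to His-tagged MBNL1 and biotin-(CUG)12, then terbium anti-His antibody and streptavidin-XL665 (5 nM final). After 60 min at room temperature, the 665/545 nm ratio is read.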
KCNH2 3.1 block: inhibitors of human KCNH2 3.1 potassium channel isoform; U2OS KCNH2 3.1, thallium flux FluxOr; stronger effect = lower value; activity change, % (tested at about 1.8 µM); actives 0.95% (n = 340,000); AID 720553;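 active means maximum activity change below -70%; inconclusive means maximum activity change from -70% to -50%; inactive means maximum activity change above -50%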;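 further: thallium influx rate constant from kinetic fluorescence after stimulation buffer; on the % scale 0 is the no-effect control and ±100 the full control effect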
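Kinetic fluorescence (2 min after stimulation buffer) measures Tl+ influx through KCNH2 3.1 expressed by viral transduction in U2OS cells; the rate constant is normalized against DMSO controls serving as positive and negative references.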
ELG1 repair inh: ELG1-dependent DNA repair inhibition; HEK293T ELG1-luciferase reporter, luminescence, 16 h; DNA damage induced by 5-fluorouridine; Potency, µM (series often up to 46.1 µM), for the others: at the top dose activity change, negative = inhibition, most hits filed as inhibitors; actives 2.3% (n = 330,000); AID 504467; further: potency means the concentration at half of the fitted maximal effect; on the % scale 0 is the no-effect control and ±100 the full control effect; nearly all actives have a fitted effect of over 55% in size
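5-Fluorouridine DNA damage + compound/DMSO, 2,000 cells/well, 16 h, 37 °C/5% CO2. ONE-Glo, 30 min RT, luminescence. Readout = decrease in reporter signal.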
Gal4-VP16 FLuc: counter-screen for ROR gamma inhibitors: Gal4-VP16 reporter; Drosophila S2 Gal4-VP16 UAS-luciferase, luminescence, 20 h; Potency, µM (titrated, usually from 53.6 µM), inactives show at the top dose activity, negative = inhibition, hits mostly inhibitors; actives 3.5% (n = 310,000); AID 2546;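 further: Gal4-VP16 expression switched on by copper sulfate through the metallothionein promoter; potency means the concentration at half of the fitted maximal effect; on the % scale 0 is the no-effect control and ±100 the full control effect; nearly all actives have a fitted effect of over 50% in size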
RORg inh: ROR gamma (mouse) transcription inhibition; P51450; Drosophila S2 Gal4-RORgamma UAS-luciferase reporter, 20 h; Potency, µM (titrated, usually from 53.6 µM), inactives show at the top dose activity change, negative = inhibition, actives largely listed as inhibitors; actives 5.4% (n = 310,000); AID 2551; further: potency means the concentration at half of the fitted maximal effect; on the % scale 0 is the no-effect control and ±100 the full control effect; nearly all actives have a fitted effect of over 60% in size
Target sequence (P51450 whole entry, looked up, the tested form may be a part): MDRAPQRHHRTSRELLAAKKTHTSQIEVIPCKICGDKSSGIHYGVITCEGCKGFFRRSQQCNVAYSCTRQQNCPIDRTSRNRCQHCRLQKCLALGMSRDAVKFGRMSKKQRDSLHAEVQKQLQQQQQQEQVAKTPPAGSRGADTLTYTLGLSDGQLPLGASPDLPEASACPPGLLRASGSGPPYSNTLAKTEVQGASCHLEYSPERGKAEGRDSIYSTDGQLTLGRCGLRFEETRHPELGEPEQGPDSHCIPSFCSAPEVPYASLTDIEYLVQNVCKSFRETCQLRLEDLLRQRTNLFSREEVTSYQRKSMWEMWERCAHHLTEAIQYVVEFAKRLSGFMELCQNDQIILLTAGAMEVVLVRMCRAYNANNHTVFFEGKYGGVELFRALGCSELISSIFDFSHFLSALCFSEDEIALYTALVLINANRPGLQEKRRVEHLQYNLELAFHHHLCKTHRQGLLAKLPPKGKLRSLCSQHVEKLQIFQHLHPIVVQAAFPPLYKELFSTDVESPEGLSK
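Stably transfected Drosophila Schneider cells are the test system, with ROR gamma fused to Gal4 and luciferase under UAS control; luminescence is read after 20 hr of 700 uM copper sulfate induction at ambient temperature.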
FLuc counter: firefly luciferase modulation, counter-screen for miR-21 project | P08659 | purified FLuc, Km substrates, luminescence inhibition | Potency, µM (highest dose often 57.5 µM), for the others: at the top dose activity change, negative = inhibition, most hits filed as inhibitors | actives 6.9% (n = 360,000);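 further: potency means the concentration at half of the fitted maximal effect; plate controls were vehicle for no effect and reference inhibitor for full effect; nearly all actives have a fitted effect of over 55% in size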
Target sequence (P08659 whole entry, looked up): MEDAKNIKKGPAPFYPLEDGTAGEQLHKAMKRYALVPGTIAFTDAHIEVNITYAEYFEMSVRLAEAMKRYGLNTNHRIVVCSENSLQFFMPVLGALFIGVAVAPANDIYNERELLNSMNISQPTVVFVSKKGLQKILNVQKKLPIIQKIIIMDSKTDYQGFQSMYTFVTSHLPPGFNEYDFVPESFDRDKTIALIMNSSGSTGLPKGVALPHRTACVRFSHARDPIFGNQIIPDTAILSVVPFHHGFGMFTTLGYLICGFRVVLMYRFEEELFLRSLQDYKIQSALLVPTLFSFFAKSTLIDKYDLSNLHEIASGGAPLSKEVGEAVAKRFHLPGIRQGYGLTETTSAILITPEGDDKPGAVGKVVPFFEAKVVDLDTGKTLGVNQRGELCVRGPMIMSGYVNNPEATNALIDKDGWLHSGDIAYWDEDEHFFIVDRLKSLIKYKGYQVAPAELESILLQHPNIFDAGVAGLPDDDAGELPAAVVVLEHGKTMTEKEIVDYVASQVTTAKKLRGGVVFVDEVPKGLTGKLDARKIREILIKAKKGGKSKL
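Purified P. pyralis luciferase, 10 nM final, with Km-level 10 uM D-luciferin and 10 uM ATP in 50 mM Tris acetate pH 7.5, 10 mM Mg acetate, 0.01% Tween-20, 0.05% BSA; 6-point qHTS titration about 60 µM downward; luminescence read.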
PKM2 act: PKM2 (human) enzyme activation; purified PKM2, Kinase-Glo ATP luminescence, activation; response scale: 0% is enzyme alone, no compound; Potency, µM (highest dose often 57.5 µM), for inactives: top-dose activation, usual class: activators; actives 0.34% (n = 260,000); AID 1631; further: potency means the concentration at half of the fitted maximal effect; on the % scale 0 is the no-effect control and ±100 the full control effect; nearly all actives have a fitted effect of over 55% in size
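hPK-M2, >95% pure; 0.1 mM ADP / 0.5 mM PEP final; imidazole pH7.2 buffer w/ 7 mM MgCl2, 50 mM KCl; 1 h RT; Kinase-Glo lum. Intermediate enzyme activity for dual inhibitor/activator qHTS.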
Menin MLL FP TR: menin-MLL binding inhibition, Texas Red mutant peptide | O00255 | Menin + Texas Red MLL mutant peptide, fluorescence polarization | Potency, µM (highest dose often 61.6 µM), for the others: at the highest dose FP activity change, negative = inhibition, most hits filed as inhibitors | actives 0.23% (n = 270,000); active means well fitted inhibition curve with a large enough effect in the polarisation, with a control signal flat, not every such curve was filed as active; inconclusive means small, poorly fitted or top-dose-only effect, or effect the other way, or a change in a side signal; inactive means no such curve, though single readings can be large or run the other way; the % refers to the polarisation; further: potency means the concentration at half of the fitted maximal effect; % of control where 0% means no effect; many of its hits are not listed in these tables
Mito fusion yeast: mitochondrial division inhibition or fusion activation; Potency, µM (top dose mostly 46.1 µM), inactives show at the highest dose growth rescue (activation), actives largely listed as activators; AID 485298; S. cerevisiae fusion-defective mutant growth rescue, CellTiterGlo 48 h; actives 0.23% (n = 320,000);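 further: potency means the concentration at half of the fitted maximal effect; % of control where 0% means no effect; nearly all actives have a fitted effect of over 45% in size; temperature-sensitive fusion mutants such as fzo1-1 at 37 °C on non-fermentable ethanol glycerol medium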
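Compounds are tested for their ability to restore growth of mitochondrial fusion-defective yeast strains at non-permissive 37C in YPEG medium over 48 hours. Viability is quantified by luciferase luminescence.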
An asterisk follows results filed as active; [ ] = dose if it differs, or a comment. Unless noted, the call rests on the fitted dose curve; in most records, active means well fitted curve in the direction sought with a large enough effect; inconclusive means small, poorly fitted or top-dose-only effect, or another doubt; inactive means no such curve, though single readings can be large; an effect the other way counts as inactive or inconclusive. A portion of the library, so the mix of outcomes need not match the whole.

`COc1cccc(NC2=NC3(CCCCC3)N=C(N)N2)c1` gave Rab9 promoter act 1%, NPC1 prom act 0%, MBNL1 CUG block 5%, KCNH2 3.1 block 5, ELG1 repair inh -1%, Gal4-VP16 FLuc 1%, RORg inh -14%, FLuc counter 0%[2.3 µM], PKM2 act -7%, Menin MLL FP TR -13% and Mito fusion yeast -7%.
For COC(=O)CSc1nc(N2CCCCC2)c2c(c1C#N)CCCC2 the results were Rab9 promoter act -1%, NPC1 prom act -1%, MBNL1 CUG block 7%, KCNH2 3.1 block 8, ELG1 repair inh -8%, Gal4-VP16 FLuc 11%, RORg inh -16%, FLuc counter -2%, PKM2 act -6%, Menin MLL FP TR -12% and Mito fusion yeast 15%.
`Cc1cccc(NC(=S)N(CCc2nc3cc(C)c(C)cc3[nH]2)Cc2cccnc2)c1` gave Rab9 promoter act 4%, NPC1 prom act 2%, MBNL1 CUG block -2%, KCNH2 3.1 block -41, ELG1 repair inh -21%, Gal4-VP16 FLuc -15%, RORg inh inconclusive, FLuc counter 1%, PKM2 act 1%, Menin MLL FP TR 33%[activator] and Mito fusion yeast -3%.
For COc1ccccc1NS(=O)(=O)c1cccc(C(=O)N/N=C/c2ccccc2OCC(=O)O)c1 the results were Rab9 promoter act 2%, NPC1 prom act -4%, MBNL1 CUG block 8%, KCNH2 3.1 block 8, ELG1 repair inh -12%, Gal4-VP16 FLuc -2%, RORg inh -6%, FLuc counter -5%, PKM2 act 1%, Menin MLL FP TR 3% and Mito fusion yeast 14%.
`COc1ccc(N2C(=O)N3[C@H](c4ccc(Br)cc4)[C@@H]4C(=O)N(C(C)(C)C)C(=O)[C@@H]4[C@]3(Cc3ccccc3)C2=O)cc1` gave Rab9 promoter act -12%, NPC1 prom act -9%, MBNL1 CUG block -7%, KCNH2 3.1 block 2, ELG1 repair inh -24%, Gal4-VP16 FLuc -2%, RORg inh 2%, FLuc counter 1%, PKM2 act 0%, Menin MLL FP TR 2% and Mito fusion yeast 0%.
`Cc1ccc(S(=O)(=O)N2CCN(C(=O)c3ccc4nc[nH]c4c3)CC2)cc1` gave Rab9 promoter act 0%, NPC1 prom act -3%, KCNH2 3.1 block 1, ELG1 repair inh 6%, FLuc counter 0% and Mito fusion yeast 0%.
`COc1ccccc1N1CCN(C(=O)CCn2c(=O)[nH]c3ccccc3c2=O)CC1` gave Rab9 promoter act -1%, NPC1 prom act 0%, MBNL1 CUG block -4%, KCNH2 3.1 block 5, ELG1 repair inh -15%, Gal4-VP16 FLuc 2%, RORg inh 22%, FLuc counter -1%, PKM2 act -11% and Mito fusion yeast -2%.
`O=C(c1ccc(C(=O)N2CCN(c3ccccc3F)CC2)nc1)N1CCN(c2ccccc2F)CC1` gave Rab9 promoter act -2%, NPC1 prom act -4%, MBNL1 CUG block -6%, KCNH2 3.1 block -7, ELG1 repair inh -5%, Gal4-VP16 FLuc -2%, RORg inh -27%, FLuc counter 4%, PKM2 act 4% and Mito fusion yeast -9%.
For COc1ccc(CCNC(=O)c2cc(=O)[nH]c3ccc(Br)cc23)cc1OC the results were Rab9 promoter act -5%, NPC1 prom act -2%, MBNL1 CUG block 2%, ELG1 repair inh -30%, Gal4-VP16 FLuc -15%, RORg inh inconclusive, FLuc counter 1%, PKM2 act -6%, Menin MLL FP TR 8% and Mito fusion yeast -22%.
Screening COc1ccc(NC(=O)Nc2ccon2)c(OC)c1 returned Rab9 promoter act 8%, NPC1 prom act -1%, MBNL1 CUG block -16%, KCNH2 3.1 block -1, ELG1 repair inh inconclusive, Gal4-VP16 FLuc -18%, RORg inh 4%, FLuc counter inconclusive, PKM2 act 3%, Menin MLL FP TR 12% and Mito fusion yeast -2%.
For Cc1nn(C)c(C)c1C1C(C#N)=C(N)OC2=C1C(=O)CCC2 (stereo unspecified) the results were Rab9 promoter act 0%, NPC1 prom act -1%, MBNL1 CUG block -3%, KCNH2 3.1 block -50, ELG1 repair inh -11%, Gal4-VP16 FLuc -7%, RORg inh 8%, FLuc counter 2%, PKM2 act -1%, Menin MLL FP TR -1% and Mito fusion yeast -1%.
Screening CC1=NOC(=O)/C1=C\c1ccc(-c2ccccc2Br)o1 returned Rab9 promoter act -13%, NPC1 prom act -10%, MBNL1 CUG block 437%[activator], KCNH2 3.1 block -23, ELG1 repair inh inconclusive, Gal4-VP16 FLuc 0%, RORg inh 25%, FLuc counter 11µM*, PKM2 act 28%, Menin MLL FP TR inconclusive and Mito fusion yeast -8%.
For O=C(NCCc1ccc(Cl)cc1)C(=O)Nc1cc2c3c(c1)CC(=O)N3CCC2 the results were Rab9 promoter act -6%, NPC1 prom act -3%, KCNH2 3.1 block -10, ELG1 repair inh -28%, FLuc counter -2% and Mito fusion yeast -2%.
COc1ccc(NC(=O)c2ccc(NC3=NC4CS(=O)(=O)CC4S3)cc2)cc1 (stereo unspecified) was read as Rab9 promoter act -5%, NPC1 prom act 0%, MBNL1 CUG block 5%, KCNH2 3.1 block 14, ELG1 repair inh 11%, Gal4-VP16 FLuc 2%, RORg inh -1%, FLuc counter 1%, PKM2 act 6%, Menin MLL FP TR 9% and Mito fusion yeast -1%.
Screening CC(C)C(=O)Nc1cccc(S(=O)(=O)c2cccc(NC(=O)C(C)C)c2)c1 returned Rab9 promoter act -11%, NPC1 prom act 0%, MBNL1 CUG block -6%, KCNH2 3.1 block -21, ELG1 repair inh inconclusive, Gal4-VP16 FLuc 1%, RORg inh inconclusive, FLuc counter 1%, PKM2 act -23%, Menin MLL FP TR 27% and Mito fusion yeast -3%.
For Cc1cccc(OCC(=O)Nc2ccccc2N2CCCCC2)c1 the results were Rab9 promoter act -13%, NPC1 prom act 1%, MBNL1 CUG block -3%, KCNH2 3.1 block -34, ELG1 repair inh -15%, Gal4-VP16 FLuc -2%, RORg inh 2%, FLuc counter 8%, PKM2 act 6%, Menin MLL FP TR inconclusive and Mito fusion yeast 4%.
O=C1C(Cl)=C(Nc2ccccc2)C(=O)c2ccccc21 was read as Rab9 promoter act -53%[inhibitor], NPC1 prom act -32%[inhibitor], MBNL1 CUG block inconclusive, KCNH2 3.1 block 0, ELG1 repair inh inconclusive, Gal4-VP16 FLuc 13µM*, RORg inh 13µM*, FLuc counter -1%, PKM2 act -9%, Menin MLL FP TR inconclusive and Mito fusion yeast -1%.
For COCCNC(=O)CN(C(=O)CCC(=O)Nc1ccccn1)c1ccccc1OC the results were Rab9 promoter act -2%, NPC1 prom act -5%, MBNL1 CUG block -5%, KCNH2 3.1 block -1, ELG1 repair inh 0%, Gal4-VP16 FLuc 1%, RORg inh -26%, FLuc counter 2%, PKM2 act 2%, Menin MLL FP TR -5% and Mito fusion yeast 1%.
CCOc1ccc(/C=N/NC(=O)c2cc(-c3ccccc3)nc3ccccc23)cc1O was read as Rab9 promoter act 0%, NPC1 prom act 1%, MBNL1 CUG block -2%, KCNH2 3.1 block 11, ELG1 repair inh -16%, Gal4-VP16 FLuc -17%, RORg inh 41%, FLuc counter 15µM*, Menin MLL FP TR inconclusive and Mito fusion yeast -11%.
Screening Brc1cc2c(cc1Br)OCCOCCOCCOCCO2 returned Rab9 promoter act -2%, NPC1 prom act -2%, KCNH2 3.1 block 10, ELG1 repair inh -9%, Gal4-VP16 FLuc 1%, RORg inh 27%, FLuc counter 2%, PKM2 act 3%, Menin MLL FP TR -6% and Mito fusion yeast -6%.
For COc1ccc(NC(=O)c2ccc3c(SCC(=O)O)c4c(nc3c2)CCCC4)cc1Cl the results were Rab9 promoter act -1%, NPC1 prom act -2%, MBNL1 CUG block -4%, ELG1 repair inh 10%, Gal4-VP16 FLuc 9%, RORg inh 29%, FLuc counter inconclusive, PKM2 act 0%, Menin MLL FP TR 51%[activator] and Mito fusion yeast -5%.
CC(OC(=O)CCc1nc2ccccc2c(=O)[nH]1)C(=O)c1ccc(Br)cc1 (stereo unspecified) was read as Rab9 promoter act -6%, NPC1 prom act -1%, MBNL1 CUG block -8%, ELG1 repair inh 7%, Gal4-VP16 FLuc 8%, RORg inh 31%, FLuc counter -1%, PKM2 act -2%, Menin MLL FP TR -3% and Mito fusion yeast -9%.
For c1ccc(Nc2cc(-c3ccccc3)nc3ncnn23)cc1 the results were Rab9 promoter act 3%, NPC1 prom act -9%, MBNL1 CUG block 2%, KCNH2 3.1 block -4, ELG1 repair inh -3%, Gal4-VP16 FLuc inconclusive, RORg inh 16µM*, FLuc counter 2%, PKM2 act -4%, Menin MLL FP TR -13% and Mito fusion yeast 3%.
`CSc1ccccc1NC(=O)CN(C)C(C)C(=O)NC(=O)NC1CCCCC1` (stereo unspecified) gave Rab9 promoter act 0%, NPC1 prom act -2%, KCNH2 3.1 block 2, ELG1 repair inh inconclusive, FLuc counter 2% and Mito fusion yeast 11%.
